AddAB inh: less growth of phage-infected E. coli with AddAB | E. coli expressing H. pylori AddAB, absorbance growth | inhibition, % at 11.9 µM | actives 0.29% (n = 330,000); in the data active = inhibition above about 12%;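 also: 0% = vehicle wells of infected cells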
Ecoli viability: counter-screen for AddAB inhibitors: E. coli growth inhibition | E. coli V3065 growth, OD600 absorbance, 18 h | inhibition, % at 11.9 µM | actives 0.27% (n = 330,000) | AID 449728;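 active = inhibition above the campaign's mean inhibition across all tested compounds plus 3 SD, cut at about 9.9% in these data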;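 also: uninfected addAB+ strain grown without phage in ampicillin broth; 0% = DMSO wells and 100% = ciprofloxacin 0.95 µg/ml wells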
HTR5A inv ctr: HTR5A inverse agonism, opioid heterodimer counter-screen. HTR5A cell line, luminescence. actives 0.083% (n = 340,000). AID 504634. inhibition, % at 9.3 µM; in the data active = inhibition mostly above about 23%, no sharp cut-off; inactive = mostly below about 18%;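 also: 0% = cells with DMSO and 100% = no-cell wells with DMSO; some compounds called inactive have numbers as strong as hits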
Target sequence (P47898 whole entry, looked up): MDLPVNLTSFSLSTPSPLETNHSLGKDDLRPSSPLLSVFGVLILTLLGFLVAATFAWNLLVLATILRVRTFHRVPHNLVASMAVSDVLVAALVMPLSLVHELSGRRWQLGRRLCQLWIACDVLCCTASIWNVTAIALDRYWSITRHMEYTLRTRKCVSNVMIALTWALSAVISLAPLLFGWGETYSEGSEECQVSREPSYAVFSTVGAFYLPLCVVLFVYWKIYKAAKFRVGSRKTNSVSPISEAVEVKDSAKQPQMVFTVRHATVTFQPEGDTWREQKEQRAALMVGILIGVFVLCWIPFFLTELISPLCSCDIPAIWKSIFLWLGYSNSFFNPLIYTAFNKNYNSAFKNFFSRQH
HTR5A ag ctr: activates human HTR5A in OPRM1-OPRD1 agonist counter-screen; activation, % at 9.3 µM; HTR5A agonist assay, luminescence, cell-based; actives 0.61% (n = 340,000); in the data active = activation mostly above about 9.5%, no sharp cut-off; inactive = mostly below about 7.6%;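 also: 0% = cells with vehicle only and 100% = reference agonist; strong numbers were not always called active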
PKA-R2B activ: PKA-R2B complex activation; P22694+P31323; PKA-R2B holoenzyme dissociation, Cy5-IP20 fluorescence polarization; R2B truncated from residue 108, S112A mutant; 0% DMSO only, 100% 113 µM cGMP; activation, % at 11.4 µM; actives 0.079% (n = 340,000); AID 504700;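 active = activation above a cutoff set at the mean over all compounds plus 3 SD, cut at about 18% in these data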;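 also: higher means more holoenzyme dissociation and a rise in polarization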
phage Ecoli inh: E. coli growth loss with phage present; growth absorbance; actives 0.26% (n = 360,000); inhibition, % at 11.9 µM; AID 651602; in the data active = inhibition above about 11%
SUMO Mot1 rescue: blocks SUMOylation pathway, rescuing yeast Mot1-301 growth. S. cerevisiae Mot1-301 growth rescue, ATP luminescence, 38.5C; percent above DMSO median, 100 means doubled. AID 2716. actives 1% (n = 320,000). growth rescue, % at 18.8 µM;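 active = every valid replicate shows activation above 250% relative to neutral control wells; inactive = the rest, any valid replicate at or below 250%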;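 also: OY570 slx delta 5 strain wells were the positive control but not used for scaling; some compounds called inactive have numbers as strong as hits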
CDK5 inh: blocks human CDK5/p35 kinase activity. Q00535+Q15078. Recombinant CDK5/p35, ADP-Glo luminescence, 60 min. inhibition, % at 10 µM. actives 0.01% (n = 330,000);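 active = highest replicate inhibition of at least 50% and at least 75% of replicates reaching 50%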;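 also: plate controls were DMSO neutral control for no effect and GW8510 at 10 µM for full effect; many of its hits are not listed in these tables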
DAGLB inh: diacylglycerol lipase beta (human) inhibition | HEK293T DAGLB membrane lysate, EnzChek fluorogenic substrate | inhibition, % at 5.17 µM | AID 504411 | Q8NCG7 | actives 0.059% (n = 340,000); in the data active = inhibition above about 34%;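 also: 0% = enzyme with vehicle and 100% = wells lacking enzyme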
Target sequence (Q8NCG7 whole entry, looked up): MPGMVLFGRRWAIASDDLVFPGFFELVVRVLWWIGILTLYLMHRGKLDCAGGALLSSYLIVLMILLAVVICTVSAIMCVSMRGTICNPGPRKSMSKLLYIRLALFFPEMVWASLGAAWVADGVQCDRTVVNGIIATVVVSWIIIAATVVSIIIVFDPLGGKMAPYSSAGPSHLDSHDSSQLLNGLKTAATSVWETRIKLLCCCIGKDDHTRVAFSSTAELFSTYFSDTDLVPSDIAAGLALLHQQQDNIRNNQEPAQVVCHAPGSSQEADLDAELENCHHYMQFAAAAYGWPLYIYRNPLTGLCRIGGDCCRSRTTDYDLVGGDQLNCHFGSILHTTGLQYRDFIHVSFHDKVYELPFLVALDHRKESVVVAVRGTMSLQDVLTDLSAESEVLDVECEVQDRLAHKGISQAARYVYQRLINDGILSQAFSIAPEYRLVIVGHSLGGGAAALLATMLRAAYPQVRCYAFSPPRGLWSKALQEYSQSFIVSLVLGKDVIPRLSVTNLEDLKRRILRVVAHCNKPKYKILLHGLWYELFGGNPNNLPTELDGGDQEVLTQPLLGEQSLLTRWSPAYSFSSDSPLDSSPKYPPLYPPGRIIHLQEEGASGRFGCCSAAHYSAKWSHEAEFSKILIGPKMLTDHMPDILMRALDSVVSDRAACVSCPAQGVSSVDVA
Tat export inh: blocks Tat-dependent protein export in E. coli; E. coli MC4100 TorA-mCherry Tat export, fluorescence; inhibition, % at 10 µM; AID 488895; actives 0.036% (n = 340,000);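 active = mean replicate inhibition at least 50% and at least half of replicates individually reaching 50%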;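 also: exported cargo escapes ClpAP degradation while cytoplasmic cargo is degraded and loses fluorescence; 0% = median of neutral control wells and 100% = median of NaSCN control wells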
PKA-R1A activ: activates the PKA-R1A holoenzyme complex; P00514+P68181; PKA-R1A dissociation, Cy5-IP20 fluorescence polarization; scaled: DMSO 0%, 113 µM cGMP 100%; activation, % at 11.4 µM; actives 0.083% (n = 340,000); AID 504707;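 active = percent activation above the mean of all tested compounds plus 3 SD, cut at about 19% in these data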;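 also: higher means more PKAc released from R1A so a rise in polarization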
* hit, by the source's call; / = not tested or not shown; & = joins results of further samples.

SMILES	AddAB inh	Ecoli viability	HTR5A inv ctr	HTR5A ag ctr	PKA-R2B activ	phage Ecoli inh	SUMO Mot1 rescue	CDK5 inh	DAGLB inh	Tat export inh	PKA-R1A activ
COc1ccc(C(CC(=O)N2CCOCC2)C(C)C)cc1 (stereo unspecified)	-3.2	1.6	-1	-4	-15	-8.9	-11	-1.9	-1	-1&-2	-4
Cc1ccc(NC(=O)c2cc(S(=O)(=O)N3CCOCC3)cn2C)cc1F	1.5	1.1	-16	5	10	29*	17	0.1	-2	-10	-4
CC(=NCC1CCCO1)C1=C(O)CC(C)(C)CC1=O (stereo unspecified)	1.2	-0.2	17	-8	13	3.7	-5	-1.1	1	5	-1
Cc1ccc(N=Cc2sc(O)c3ccccc23)c(C)c1	2.1	1.1	-7	-1	-10	0.5	-6	-3.1	-3	17	-9
O=C(c1ccc(F)cc1)N1CCN(c2ccc([N+](=O)[O-])c(N3CCOCC3)c2)CC1	5.0	0.5	-12	4	4	1.8	-17	-2.2	2	-3	-11
O=C(Cc1cccs1)NCCc1ccc(F)cc1	4.3	0.7	-24	9	-3	2.0	1	-2.0	2	-5	-2
C=CCn1c(SCC(=O)N2CCCCC2)nc(O)cc1=O	2.0	-0.8	-3	1	0	3.9	0	-1.4	1	-2	9
COc1ccc(NC(=O)c2ccc(Br)c(S(=O)(=O)N3CCOCC3)c2)cc1	2.0	0.8	13	-5	-7	1.0	8	-0.4	1	-5	0
Cc1nc2cc(NC(=O)NCc3ccco3)ccc2o1	1.6	-2.5	-8	3	-6	0.3	-5	1.3	0	-7	-2
O=C(Cc1ccccc1F)NNC(=O)c1ccncc1	-1.1	-1.8	-23	9	-8	2.3	-1	-0.8	-4	0	1
O=c1[nH]c(O)c(N=Nc2ccc(Cl)c(S(=O)(=O)Nc3ccccc3Cl)c2)c(=O)[nH]1	1.9	0.3	-12	-1	-6	-0.1	-23	-0.2	4	-5	-7
COC(C[C@@H](O)[C@@H](C)[C@@H](O)COCc1ccccc1)OC	/	/	-6	2	-4	2.7	/	-5.5	0	-2	-1
Cc1nnc(SCC(=O)N/N=C/c2cn(-c3ccccc3)nc2-c2ccc(F)cc2)n1-c1ccccc1	3.2	-1.0	7	-3	-10	1.7	39	2.1	-6	12	-15
COc1cc(/C=C2/NC(=O)N(Cc3ccccc3F)C2=O)cc(OC)c1OC	3.0	-1.1	19	-3	3	4.1	6	-1.9	-2	10	2
Cc1nc(-c2ccc(F)cc2)c(CC(=O)Nc2ccc(C)c(S(=O)(=O)N3CCOCC3)c2)s1	3.4	3.2	-6	2	-3	3.5	32	-5.6	0	-6	-2
CCC(C(=O)OCC(=O)Nc1cccc(OC)c1)c1ccccc1 (stereo unspecified)	1.3	-1.9	-17	-2	7	1.6	-3	-0.9	-4	3	-3
CCc1c(O)nc(SCC(=O)N2CCc3cc(OC)c(OC)cc3[C@@H]2C)[nH]c1=O	1.2	-1.7	17	5	0	1.1	342	-1.0	1	-6	-5
O=C(CC(NC(=O)c1ccccc1Cl)c1ccccc1)NC1=NCCS1 (stereo unspecified)	0.5	-1.8	21	6	-4	-0.2	4	0.2	0	-7	8
O=C(CCc1ccc(Oc2cc([N+](=O)[O-])cc([N+](=O)[O-])c2)cc1)N1CCCCC1	1.7	-1.9	-57	6	-6	-1.3	/	-3.0	-5	3	0
COc1ccc(C(=O)Nc2cccc(-c3nc4ncccc4o3)c2C)cc1	0.0	0.5	-13	-7	-12	3.3	23	-1.4	3	-4	-16
COCCn1c(=S)[nH]c2cc(C(=O)N3CCCC(C)C3)ccc2c1=O (stereo unspecified)	3.7	-1.1	5	-1	-6	0.9	-6	3.1	-1	-3	-14
Cc1cccc(C(=O)Nc2nnc(-c3cccnc3)o2)c1	-6.4	-5.8	-5	2	-4	-5.4	11	-0.3	-2	-1	0
CCc1cc2c(=O)nc3n(c2s1)Cc1ccccc1/C3=C(/O)c1ccccc1Cl	0.4	-2.2	-2	1	3	2.0	818	-1.6	6	10	2
Cc1ccc(-c2nc(CS(=O)CC(=O)NC3CCCCC3)c(C)o2)cc1 (stereo unspecified)	-0.3	-0.4	6	5	-4	2.4	-18	0.0	1	3	4
CCc1cc(C(=O)Cc2cnn(-c3ccccc3)c2)c(O)cc1O	0.8	0.7	11	-5	2	0.3	-4	-1.1	-4	-4	9
O=C(Cc1ccc(S(=O)(=O)N2CCOCC2)s1)N1CCN(c2cccc(C(F)(F)F)c2)CC1	-3.7	-2.2	15	5	4	/	1	-2.5	0	-5	7
Cc1cccc(NC(=O)c2ccc3c(c2)C(=O)N(c2ccccn2)C3=O)c1C	-0.4	-1.3	20	-1	-8	1.4	-1	0.4	0	-2	-17
CCn1nc(C)c(CNC(=O)c2cc(COc3ccccc3SC)on2)c1C	2.0	2.5	-24	-4	-1	4.3	79	-2.3	0	8	1
CCOc1cc(/C=C2/COc3ccccc3C2=O)ccc1OCC(=O)N(C)C	/	/	16	-2	-3	2.3	/	-1.5	-2	-9	14
CC(=O)OC(C(=O)NCc1ccc(F)cc1)c1ccccn1 (stereo unspecified)	2.7	1.6	-23	6	0	2.8	/	0.3	-1	-6	1

Complete entries as entered above. Values in the order: AddAB inh | Ecoli viability | HTR5A inv ctr | HTR5A ag ctr | PKA-R2B activ | phage Ecoli inh | SUMO Mot1 rescue | CDK5 inh | DAGLB inh | Tat export inh | PKA-R1A activ
Cc1ccc(NC(=O)c2cc(S(=O)(=O)N3CCOCC3)cn2C)cc1F is listed with 1.5 | 1.1 | -16 | 5 | 10 | 29* | 17 | 0.1 | -2 | -10 | -4
CCn1nc(C)c(CNC(=O)c2cc(COc3ccccc3SC)on2)c1C is listed with 2.0 | 2.5 | -24 | -4 | -1 | 4.3 | 79 | -2.3 | 0 | 8 | 1

Other structures:
SMILES	AddAB inh	Ecoli viability	HTR5A inv ctr	HTR5A ag ctr	PKA-R2B activ	phage Ecoli inh	SUMO Mot1 rescue	CDK5 inh	DAGLB inh	Tat export inh	PKA-R1A activ
CC1(C)C(c2cccs2)=NC(c2ccccc2)N1O (stereo unspecified)	2.1	0.8	-14	5	-3	3.5	-1	-1.0	-5	-1	-1
COC(=O)N1C(=O)[C@](c2ccccc2)(C2CCCC2)N1C(=O)OC	3.6	2.6	-23	9	-16	-2.4	32	-1.8	3	-4	2
O=C(CCC1CCCN(C(=O)c2ccc(F)c(F)c2)C1)N1CCN(c2ccccn2)CC1 (stereo unspecified)	1.5	0.8	-10	0	-9	0.0	-6	0.0	2	-6	6
Cc1ccc(C(=O)/C=C/Nc2ccc(S(=O)(=O)Nc3cc(C)nc(C)n3)cc2)cc1	9.3	4.4	-8	3	0	2.4	-6	0.8	5	-2	3
COc1cc(C(=O)Nc2nccs2)ccc1OCc1c(C)noc1C	2.5	0.7	-43	0	-2	2.2	92	3.2	-1	-14	1
Cc1cc(C)cc(OCC(=O)OCC(=O)NCc2cccs2)c1	5.4	-1.1	-1	0	-18	2.9	-1	-3.5	-6	4	-2
Cc1c2cnn(CC(=O)NCc3ccccn3)c(=O)c2c(C)n1Cc1ccccc1	0.6	0.8	-26	-2	-2	2.8	-13	-0.1	0	-3	-2
CCOC(=O)C1CCN(CC(O)COc2ccc(C(=O)CC)cc2)CC1 (stereo unspecified)	-0.1	-2.5	-2	4	5	3.4	0	-2.0	0	0	-5
COC(=O)CC1SCCNC1=O (stereo unspecified)	-0.8	-0.2	-28	-1	-8	2.0	-5	1.5	0	-9	-6
CC1=CC(=O)OC1Cc1ccncc1 (stereo unspecified)	3.2	3.4	-7	5	2	0.9	12	0.2	-2	-8	-10
NS(=O)(=O)c1ccc(CCNC(=O)C2CCN(S(=O)(=O)c3cccc4cccnc34)CC2)cc1	1.3	-1.3	-11	1	-6	/	-1	/	-2	5	-5
CN1CCN(c2ccccc2NC(=O)COc2ccccc2)CC1	-0.2	-0.8	-22	2	10	1.5	52	0.0	2	-6	-11
CCCn1c(SCC(N)=O)nnc1C(C)C	1.0	-3.0	-15	4	-8	1.3	-1	-2.4	-2	3	-8
Cc1cc(Nc2cccc(Cl)c2)c2ccccc2n1	4.3	1.0	0	0	0	4.7	5	-0.7	0	17	4
CN(CCNC(=O)C1CCC(=O)N(Cc2cccc(F)c2)C1)CCc1ccccc1 (stereo unspecified)	/	/	14	0	7	2.8	-6	0.0	-2	3	-4
CN(CC(=O)Nc1ccccc1Cl)C(=O)C1CCN(C(=O)c2ccc(Cl)cc2)CC1	-1.3	-4.3	-2	-2	-3	1.7	6	0.7	0	7	-11
CC(C)Oc1cccc(C(=O)C2CCCN(C(=O)c3noc4c3CCCC4)C2)c1 (stereo unspecified)	1.7	-1.4	-5	2	-13	3.6	2	-0.2	-11	2	1
O=C(N/N=C/C=C/c1ccccc1)c1ccccc1Br	-0.2	-3.5	1	-5	-2	0.7	5	-0.7	1	2	2
CC(=O)N1CCOc2ccc(S(=O)(=O)NCC3CCC(C(=O)Nc4ncccc4C)CC3)cc21 (stereo unspecified)	4.2	0.4	6	6	-11	3.6	4	1.1	-4	-10	-4
CC(NC(=O)NC(=O)c1cccc([N+](=O)[O-])c1)C1CC1 (stereo unspecified)	/	/	-17	-2	3	2.2	10	0.7	-2	-11	-5
CC(C)CCc1noc(CN(CC2CCC2)CC2CCCO2)n1 (stereo unspecified)	-2.0	-1.7	-17	-5	1	0.8	152	0.2	-1	2	-6
CC(C)(C)NC(=O)c1ccc(NC(=O)c2ccccc2-c2ccccc2C(=O)O)cc1	0.7	-0.2	19	2	-5	1.6	-1	0.0	2	-12	-1
C/C(=N\Nc1cc(C)nc(-c2ccccc2O)n1)c1ccccc1	1.9	0.0	4	-1	0	3.9	11	-3.5	-10	9	5
COc1ccc(-c2cc(C(=O)N(C)Cc3cccc(OC)c3OC)c3ccccc3n2)cc1OC	2.2	-0.8	-8	2	3	0.5	2	0.8	-4	-4	4
O=C(COC(=O)c1ccc(S(=O)(=O)NCc2ccco2)cc1)NCc1ccc(F)cc1	-0.3	0.0	-9	4	-4	2.9	-12	-0.7	-3	-5	-12
CC1(C(=O)OCC(=O)Nc2ccccc2)CC1(Cl)Cl (stereo unspecified)	0.0	-0.3	-5	2	-9	1.7	-4	-3.1	-5	4	-6
O=[N+]([O-])c1ccc(N/N=C/c2sc(N3CCOCC3)nc2-c2ccccc2)c(S(=O)(=O)Nc2ccccc2Cl)c1	/	/	4	-3	-4	1.2	/	-1.3	4	-2	3
COc1ccc(NC(=O)CSc2ccccc2)cc1S(=O)(=O)N1CCOCC1	4.6	1.8	18	3	-6	1.2	-24	-0.5	-3	-14	-7
COC(=O)COc1c(Cl)cc(C(c2c(C)[nH][nH]c2=O)c2c(C)[nH][nH]c2=O)cc1OC	/	/	0	0	5	-0.7	-14	1.3	-3	-10	4
CCOC(=O)c1cc(S(=O)(=O)Nc2ccc(F)cc2F)cn1C	2.3	1.2	-10	0	-6	4.6	8	-0.5	-2	6	-12
COc1cc(OC)nc(S(C)(=O)=O)n1	4.2	-0.3	-13	0	-13	3.0	-16	0.4	-2	-10	-5
COc1ccc(C(C)=O)cc1CN1C(=O)NC2(CCCCC2)C1=O	5.0	3.6	-6	4	-1	3.8	/	-0.1	-2	-15	2
O=C(CN(C1CCCCC1)S(=O)(=O)c1ccccc1)NCC1CCCO1 (stereo unspecified)	/	/	-21	7	-8	1.4	/	-1.8	1	9	9

Screening results: PubChem BioAssay, several laboratories
